# Screening results as filed in PubChem BioAssay.
# DUSP1 inh – blocks human MKP-1 phosphatase activity. P28562. recombinant MKP-1, OMFP hydrolysis fluorescence. inhibition, %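 (compounds tested at a single concentration somewhere between 10 and 100 µM)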. actives 0.15% (n = 65,000). AID 374;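 active = inhibition above about 50%, limit read from the data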;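 also: 0% = DMSO max control wells and 100% = wells with enzyme stopped by NaOH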
# RORA act – activates the human nuclear receptor RORA; P35398; CHO-K1 Gal4-RORA LBD luciferase reporter, luminescence; percent increase over mock-subtracted basal signal; activation, % at 10 µM; actives 1.5% (n = 65,000); AID 560;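 active = activation above the mean of all tested compounds plus 3 SD, cut at about 49% in these data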;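 also: 0% = DMSO-treated RORA cells and 100% = added signal equal to DMSO minus mock-transfected cells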
# D1 mod – allosteric modulators of human D1 dopamine receptor; actives 5.9% (n = 58,000); HEK293 D1, CRE-luciferase, dopamine EC30 potentiation; actives deviate in either direction; AID 641; B-score at 10 µM; P21728;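 active = luminescence count or its row- and column-corrected plate score outside the 99.7% band of the plate's sample wells, on either side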
# Target sequence (P21728 whole entry, looked up): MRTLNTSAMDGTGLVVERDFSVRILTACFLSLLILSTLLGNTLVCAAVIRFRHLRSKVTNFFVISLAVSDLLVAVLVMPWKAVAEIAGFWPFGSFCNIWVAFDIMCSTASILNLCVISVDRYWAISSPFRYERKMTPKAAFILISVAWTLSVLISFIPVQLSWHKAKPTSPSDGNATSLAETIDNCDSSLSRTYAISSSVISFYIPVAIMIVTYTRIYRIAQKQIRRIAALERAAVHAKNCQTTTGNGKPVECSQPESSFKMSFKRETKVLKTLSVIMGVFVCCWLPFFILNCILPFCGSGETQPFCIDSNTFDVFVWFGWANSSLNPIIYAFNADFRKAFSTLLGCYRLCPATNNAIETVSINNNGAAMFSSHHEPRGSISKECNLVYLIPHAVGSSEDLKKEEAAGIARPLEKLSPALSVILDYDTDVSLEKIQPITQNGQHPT
# HER2 expr 66K – Her2 kinase expression inhibition; AID 645; HER2 level % of control, % at 10 µM; SKBR-3 HER2 protein level, AlphaScreen, 18-24 h; stronger effect = lower value; actives 0.69% (n = 65,000); P04626;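 active = HER2 level under 5% of the carrier-only control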;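 also: 100% = DMSO carrier and 0% = 500 nM PU-H71 HSP90 inhibitor; lower value means stronger loss of Her2 protein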
# Cdc25B inh – human M-phase inducer phosphatase 2 inhibition | P30305 | recombinant Cdc25B, OMFP fluorescence Ex485/Em525 | inhibition, %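 (compounds tested at 10 µM final in the well)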 | actives 0.1% (n = 65,000) | AID 368; in the data active = inhibition above about 50%
# FXIIa inh mix – blocks human factor XIIa in pooled compound mixtures; AID 684; actives 0.2% (n = 62,000); P00748; purified FXIIa, fluorogenic substrate; inhibition, % at 5 µM; in the data active = inhibition above about 20%, passing the limit was not always enough;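 also: 0% = enzyme without compound and 100% = no enzyme blank; some results filed as inactive read as strong as hits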
# TNAP act DEA – activators of human TNAP at intermediate phosphate acceptor | AID 813 | 64,000 tested, under 10 active | purified TNAP, CDP-star luminescence, 100 mM DEA, 30 min; stronger effect = higher value; scale: 0 levamisole-inhibited, 1 vehicle-only enzyme | P05186 | activation factor at 20 µM;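 active = activation factor of at least 2 at 20 µM, relative to controls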
# Target sequence (P05186 whole entry, looked up): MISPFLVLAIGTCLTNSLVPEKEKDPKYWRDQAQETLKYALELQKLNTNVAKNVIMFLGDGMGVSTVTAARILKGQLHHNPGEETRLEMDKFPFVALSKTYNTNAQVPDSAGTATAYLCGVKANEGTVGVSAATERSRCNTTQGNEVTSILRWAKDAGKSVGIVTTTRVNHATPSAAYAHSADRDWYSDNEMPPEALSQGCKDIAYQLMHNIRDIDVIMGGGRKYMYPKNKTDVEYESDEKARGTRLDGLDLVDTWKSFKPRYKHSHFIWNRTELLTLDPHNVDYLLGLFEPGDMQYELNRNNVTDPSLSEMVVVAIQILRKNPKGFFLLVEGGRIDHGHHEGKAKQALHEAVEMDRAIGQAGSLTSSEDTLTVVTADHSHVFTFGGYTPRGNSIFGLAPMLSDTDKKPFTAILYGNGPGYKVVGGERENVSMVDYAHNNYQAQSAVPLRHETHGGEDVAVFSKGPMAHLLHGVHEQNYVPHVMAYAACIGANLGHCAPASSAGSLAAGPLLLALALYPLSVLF
# Hsp90 inh – displaces geldanamycin probe from tumor Hsp90; P07900; NCI-N417 lysate Hsp90, Cy3B-geldanamycin FP displacement; inhibition, % at 30 µM; actives 0.35% (n = 64,000); AID 429;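 active = inhibition above 50%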;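 also: 0% = tracer plus lysate wells and 100% = tracer alone without lysate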
# SF1 activator – activates the human nuclear receptor SF-1 | activation, % at 10 µM | CHO-K1 Gal4-SF-1 LBD luciferase reporter; % increase over DMSO SF-1-specific signal | AID 522 | actives 1.9% (n = 65,000) | Q13285;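 active = activation above the mean activation of all tested compounds plus 3 SD, cut at about 50% in these data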
#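 Test system: CHO-K1 cells with Gal4–hSF-1 LBD chimera plus Gal4-driven luciferase; Input: 4,000 cells/well; Compound: 10 µM only; Times: 20 h compound treatment, 37 °C; Measured by: steady-glow luciferase luminescence, read after 15 min reagent incubation; Measure: percent activation versus DMSO; Control set: DMSO and mock-transfected background; Replicates: one test per compound.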
# Starred values were filed as active, the others as inactive; . = not tested or not shown. Compounds were not picked by outcome; any-hit rate near 8.9%.
nr	mol	DUSP1 inh	RORA act	D1 mod	HER2 expr 66K	Cdc25B inh	FXIIa inh mix	TNAP act DEA	Hsp90 inh	SF1 activator
1	CC(Sc1nc(N2CCCCC2)c2c(c1C#N)CCCC2)C(=O)O (configuration not stated)	-2	-10	.	109	-28	.	1.1	-2	-10
2	Cc1ccc(CCN2CC(C(=O)NCCN3CCOCC3)CC2=O)cc1 (configuration not stated)	4	34	-0.0033	75	3	-2	0.9	0	-1
3	Cc1cc(NC(=O)c2ccc3nc(C)sc3c2)no1	32	-46	0.11	106	-8	1	0.9	-1	-42
4	COc1ccc(CN(CCN(C)C)Cc2ccccc2)c(OC)c1	11	-4	-1.2	95	-4	4	0.9	-3	-2
5	Cc1ccccc1C(=O)NCc1ccncc1	-18	-10	0.025	104	-7	3	0.8	-1	-14
6	Clc1ccccc1-c1nnc2sc(CCc3ccccc3)nn12	-5	18	2.5	111	-5	7	0.9	-10	-4
7	OC1(c2cccc(C(F)(F)F)c2)CCNCC1	-9	4	0.36	165	-1	-30	0.9	-11	-18
8	Cc1cccc(N=C2NC(=O)/C(=C3/C(=O)N(C)c4ccccc43)S2)c1C	21	-27	0.41	60	-10	14	0.9	-15	-9
9	O=C1OC(NC(=O)c2ccccc2)C(N2CCOCC2)=C1Cl (configuration not stated)	4	-19	0.1	85	11	10	1	-1	-7
10	COc1cc(C)nc(N(C)S(=O)(=O)c2ccccc2Cl)n1	-19	-10	.	71	-22	.	0.9	2	6
11	COc1ccc(N2CCCn3c2nc2c3c(=O)n(Cc3ccccc3F)c(=O)n2C)c(OC)c1	24	5	-0.61	99	-16	2	0.9	-2	-16
12	CC(=O)NC1CC2CCCC(C1)N2CC(=O)NCc1ccc(F)cc1 (configuration not stated)	7	22	-1.1	89	-4	2	0.9	2	2
13	CC(CCc1ccccc1)NC(=O)C1CCCN(C(=O)c2cc3sccc3n2C)C1 (configuration not stated)	12	-8	.	59	-17	0	1	-2	-8
14	CCOc1ccc(N2C(=O)CC(NCCc3ccc(S(N)(=O)=O)cc3)C2=O)cc1 (configuration not stated)	5	-8	0.33	84	-11	6	0.8	-1	3
15	CCCS(=O)(=O)N1CCN(C(=O)c2cc(OC)cc(OC)c2)CC1	0	-16	-1.1	82	-4	-3	0.9	-4	-14
16	COc1ccc(Cc2nnc(SCC(=O)NC3CCCCC3)n2C)cc1	12	-25	-0.18	81	-6	4	0.9	-5	-12
17	Cc1ccnc(SCC(=O)Nc2oc(-c3ccccc3)c(-c3ccccc3)c2C#N)n1	-1	7	-0.22	111	-3	1	0.9	-5	14
18	O=C(O)c1cccn1Cc1ccccc1F	24	11	0.19	72	0	6	0.9	4	-13
19	O=C(NCCc1ccc(Cl)cc1)C1CCN(S(=O)(=O)N2CCCCC2)CC1	2	-21	-0.6	121	-7	10	1	-1	0
20	O=C(NCC1CCCO1)c1ccc(C(=O)NCC2CCCO2)cc1 (configuration not stated)	-13	13	-0.98	109	-5	-11	0.9	0	-6
21	CCOc1ccc(-n2ccnc2SCC(=O)Nc2nnc(CC)s2)cc1	13	15	0.28	80	-6	4	1	-1	-11
22	CCCSc1nc(N)cc(=O)[nH]1	-6	-18	-2.1	87	-13	-19	1	-3	-9
23	Cc1ccc(C(C(=O)NCc2ccco2)N(Cc2ccco2)C(=O)CNC(=O)c2ccco2)cc1 (configuration not stated)	14	-9	-1.4	106	-11	3	0.9	0	2
24	Cc1ccc(C)n1-c1ccc(N2CCOCC2)nc1	9	-12	1.2	-19*	-10	-19	0.9	-6	-1
25	CCNc1nc(Oc2ccc(C(=O)OC)cc2)nc(SC)n1	-7	6	3.5	83	9	18	0.9	-2	7
26	Nc1nonc1C(=O)NCCNCc1cc(Br)ccc1OCc1ccc(F)cc1	-29	-43	-1.8	86	-14	1	0.9	-1	-57
27	O=C(Nc1sc2c(c1C(=O)NCc1cccnc1)CCCC2)c1ccco1	32	-1	12*	78	-12	-6	0.8	-2	-4
28	CCc1ccc(CNc2ccc(O)cc2)cc1	5	-29	-0.78	88	8	8	0.9	47	0
29	CCOc1ccc(CNC(=O)C2CCN(S(=O)(=O)N3CCCC3)CC2)cc1OC	-2	-25	-0.72	97	-8	9	1	-3	-1
30	Cc1nnc(C)c2c(C)n(-c3ccc(Br)cc3)c(C)c12	-3	-16	-0.16	100	-7	-15	1	0	0
31	Cc1cc(C)n(-c2nc3ccccc3c(=O)n2OCC(=O)N(C)C)n1	-8	-8	0.11	96	-4	3	0.9	2	27
32	Cc1nnc(NC(=O)C2CCCN(S(=O)(=O)c3ccccc3C(F)(F)F)C2)s1 (configuration not stated)	34	-13	1.2	76	-13	-2	1	-2	-8
33	COCCNC(=O)C(c1ccccc1)N(Cc1cccs1)C(=O)Cn1nnc2ccccc21 (configuration not stated)	-4	4	-0.28	116	6	1	1	-1	22
34	CCc1nnc(NC(=O)CSc2nnc(COc3ccc(C)cc3)n2-c2ccccc2)s1	11	-3	-0.5	48	-1	2	1	-2	-11
35	CSCC[C@H](NC(=O)Nc1ccc(C)cc1C)C(=O)O	-23	-17	-0.72	119	6	1	0.9	0	3
36	CN(CC(=O)N1CCCCCC1)S(=O)(=O)c1ccc(Br)s1	-1	8	0.54	117	-2	-14	1	-5	6
37	CCOC(=O)c1cccc(NC(=O)CSc2nnc(-c3cccnc3)n2C)c1	18	10	-0.21	99	6	0	1	1	-9
38	Cc1onc(-c2c(F)cccc2Cl)c1C(=O)OCn1nnc2ccccc2c1=O	3	3	-1.4	73	-11	.	.	-1	-6
39	CSc1nc(-c2ccco2)cc(-c2ccccc2)c1C#N	-10	-4	0.52	86	4	4	0.9	-4	-9
40	CCS(=O)c1ccccc1C(=O)O (configuration not stated)	-2	2	0.56	122	-7	6	1	-2	-5
41	CCCNC(=O)CC1Sc2ccccc2NC1=O (configuration not stated)	20	3	-0.37	82	-13	5	0.9	2	-12
42	CN(c1ccc(C(=O)N2CCCCC2)cc1)S(=O)(=O)c1ccccc1	-9	2	1.3	107	-9	-7	0.9	-1	17
43	Cc1ccc2cc(CN(Cc3ccccc3)Cc3nnnn3C3CCCC3)c(=O)[nH]c2c1	29	-1	-1.1	67	-18	14	0.9	-5	1
44	COc1ccc(NS(=O)(=O)c2ccc3c(c2)Cc2ccccc2-3)cn1	7	-1	-1.2	53	-2	9	0.9	-4	-2
45	CCn1cc(C(=O)NC2CCC(C)CC2)c(=O)c2cc(S(=O)(=O)N3CCCCC3)ccc21 (configuration not stated)	39	17	0.74	84	-11	-10	0.9	1	32
46	O=C(NCc1ccco1)c1ccc2ccccc2c1	-6	68*	-0.84	91	-4	6	1	4	48
47	Cc1ccc(NCc2nnc(SCC(=O)NCc3ccco3)n2CC2CCCO2)cc1Cl (configuration not stated)	14	-7	-1.6	86	2	13	0.9	1	-10
48	Cc1ccc2c(c1)nnn2C1CCN(CC(=O)Nc2ccccc2N2CCOCC2)CC1	25	3	-0.22	72	-31	8	0.9	-6	2
49	COc1ccc(OCc2nn3c(-c4ccco4)nnc3s2)cc1	-16	-3	-0.068	89	0	5	0.8	-2	2
50	CCOc1ccc(N(CC(=O)Nc2ccc(OC)cc2)S(=O)(=O)c2c(C)noc2C)cc1	-9	0	-0.048	102	-4	-2	0.9	-2	-17

# Later entries:
nr	mol	DUSP1 inh	RORA act	D1 mod	HER2 expr 66K	Cdc25B inh	FXIIa inh mix	TNAP act DEA	Hsp90 inh	SF1 activator
51	O=C(CSc1nnc(CNC(=O)c2cccs2)o1)NCCc1ccccc1	-15	-9	-0.083	120	-10	6	0.9	-5	0
52	c1cncc(-c2noc(C34CC5CC(CC(C5)C3)C4)n2)c1	4	12	-0.43	82	-5	7	0.9	-2	24
53	O=C(NCc1ccco1)C1(c2ccccc2)CCCC1	3	-11	-0.55	84	2	6	0.9	-5	-9
54	Cc1ccccc1C(=O)c1cccn1CC(=O)O	-4	-18	.	170	14	12	0.9	-2	0
55	CCOC(=O)c1[nH]c2ccc(OC)cc2c1NC(=O)CN1CCN(c2ccccn2)CC1	0	7	.	67	-27	.	0.8	-5	20
56	COc1ccc(-c2cc(C(=O)N3CCN(c4ccccn4)CC3)c3ccccc3n2)cc1	35	74*	-3.9	85	-1	6	0.9	3	90*
57	CCc1nnc(NC2=NCCC2)s1	38	11	-1.2	110	-6	3	1	-2	-2
58	CCC1(CC)C(=O)N(C)C(=O)NC1=NCc1ccccc1	-6	26	-0.94	68	2	7	0.9	-2	-11
59	COc1cccc(NC(=O)COc2ccc(N3CC(C(=O)NCC(C)C)CC3=O)cc2)c1 (configuration not stated)	1	-19	-0.096	154	-11	-1	1	-3	-7
60	Cc1cccc(NC(=O)CN2CCCN(S(=O)(=O)c3ccc(Br)s3)CC2)c1	24	0	-0.49	98	-19	4	0.9	-2	-6

# Sorted by the number under DUSP1 inh (lowest first): some entries from above.
entry	smiles	DUSP1 inh
54	Cc1ccccc1C(=O)c1cccn1CC(=O)O	-4
52	c1cncc(-c2noc(C34CC5CC(CC(C5)C3)C4)n2)c1	4
57	CCc1nnc(NC2=NCCC2)s1	38

# (cont.)
nr	mol	DUSP1 inh	RORA act	D1 mod	HER2 expr 66K	Cdc25B inh	FXIIa inh mix	TNAP act DEA	Hsp90 inh	SF1 activator
61	CCCCN1CCc2c([nH]c3ccccc23)C1=O	12	44	0.2	64	8	11	0.9	-2	37
62	Cn1c(-c2ccc(F)cc2)cnc1NCc1ccccc1	-6	9	-3.4*	102	-11	7	0.8	2	9
63	COc1ccccc1-c1nnc(SC/C(O)=C(\C#N)c2nc3ccccc3[nH]2)n1C1CCCCC1	38	16	.	52	26	17	1	-4	21
64	C=C(C)C1CC=C(CN2CCC(C(=O)OCC)CC2)CC1 (configuration not stated)	-7	-9	-1	112	-12	3	0.9	0	14
65	CCOc1cc(N2CCOCC2)c(OCC)cc1NC(=O)CCS(=O)(=O)c1ccc(Cl)cc1	18	4	0.0034	104	3	4	0.9	29	-6
66	C=CCOC(=O)N1CCN(c2cccc(C(F)(F)F)c2)CC1	17	16	-0.2	110	-10	3	0.9	4	-6
67	O=C(O)COCC(=O)Nc1ccc2c(c1)CCC2	-4	-14	-0.46	93	15	6	0.9	-2	3
68	CCNc1ccc(S(=O)(=O)C(F)(F)F)cc1NC(=O)C12CCC(CC1)C2	8	-37	.	95	-5	-3	0.8	-1	-10
69	Cc1ccccc1OC(C)c1nc(-c2ccccc2)no1 (configuration not stated)	2	-6	0.36	62	4	-13	1	-7	18
70	Cc1ccc2cccc(Oc3cnccn3)c2n1	3	-17	-0.034	105	-16	4	0.9	6	-2
71	Cc1ccc2cc(CN(Cc3nnnn3C3CCCC3)C3CCCCC3)c(=O)[nH]c2c1C	3	-2	0.014	76	17	-17	1	-3	8
72	Fc1ccc(C2=Nn3c(Cc4ccccc4)nnc3SC2)cc1	-10	-3	-2.2	110	-17	12	0.9	-2	22
73	COC(=O)CC1C(=O)NC2CCCCC2N1C(=O)c1ccccc1 (configuration not stated)	13	5	-0.56	89	5	-18	0.9	-4	-1
74	CN(C)C(=O)c1ccc(Oc2ccc(C(=O)N(C)C)cc2)cc1	6	13	0.81	127	-10	10	1	-2	17
75	COc1ccc(-n2c(Cc3cccn3C)nnc2SCC(=O)Nc2ccc(C)c(Cl)c2)cc1	22	6	-0.87	93	-6	-14	0.9	-3	23
76	Nc1cccc(-c2nc3ccc(N)cc3s2)c1	26	-57	-4.7*	102	8	3	0.8	11	-61
77	CC(C)c1ccc(-c2noc(C3CCCN(C(=O)c4ccc(F)cc4F)C3)n2)cc1 (configuration not stated)	15	22	-0.072	66	-33	7	1	-3	-13
